Compound activity deposited in PubChem BioAssay by The Scripps Research Institute Molecular Screening Center.
DDE Tn7 FP inh: disrupts Tn7 cyclic peptide binding to fibrin D-Dimer-E complex; P02675; FP displacement of FITC-Tn7 peptide from fibrin DD(E); 0% = median of compound wells per plate; inhibition, % at 8.3 µM; hit rate 0.13% among 370,000;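 active = inhibition above the mean of compounds falling within the control limits plus 3 SD of them, cut at about 14% in these data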;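 note: 0% = plate median of compound wells and 100% = 10 µM Aha-Tn7 peptide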
Target sequence (P02675 whole entry, looked up): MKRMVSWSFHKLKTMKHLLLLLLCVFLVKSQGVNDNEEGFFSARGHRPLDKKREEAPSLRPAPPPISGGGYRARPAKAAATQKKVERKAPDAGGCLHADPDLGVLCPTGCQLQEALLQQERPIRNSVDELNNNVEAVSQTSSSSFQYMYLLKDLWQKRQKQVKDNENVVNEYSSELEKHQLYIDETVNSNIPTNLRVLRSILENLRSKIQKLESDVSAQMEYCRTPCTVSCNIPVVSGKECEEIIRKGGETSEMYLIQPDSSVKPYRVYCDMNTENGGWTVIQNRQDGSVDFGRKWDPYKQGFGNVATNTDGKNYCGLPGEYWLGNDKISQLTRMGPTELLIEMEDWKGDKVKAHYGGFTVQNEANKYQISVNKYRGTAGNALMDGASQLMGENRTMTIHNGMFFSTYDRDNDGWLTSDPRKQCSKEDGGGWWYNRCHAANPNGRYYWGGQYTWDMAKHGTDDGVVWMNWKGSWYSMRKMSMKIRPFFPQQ
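Also added: labelled Tn7 tracer, 0.1 µM; Assay system: human fibrin DD(E) protein; Amount: 2 µM fibrin DD(E); Schedule: 10 min compound pre-incubation, 3 h probe incubation at room temperature; Repeats: one replicate per compound; Read-out basis: percent inhibition; Measured by: fluorescence polarization of the labelled Tn7 tracer.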
ASAP1 inh: inhibitors of human ASAP1 ArfGAP activity; Q9ULH1; ASAP1-stimulated ARF1 GTP hydrolysis, GDP FP detection; inhibition, % at 16.5 µM; hit rate 0.19% among 360,000; AID 624377; in the data active = inhibition above about 25%;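 note: 0% = vehicle with enzyme and substrate and 100% = no enzyme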
Target sequence (Q9ULH1 325-724 limits assumed): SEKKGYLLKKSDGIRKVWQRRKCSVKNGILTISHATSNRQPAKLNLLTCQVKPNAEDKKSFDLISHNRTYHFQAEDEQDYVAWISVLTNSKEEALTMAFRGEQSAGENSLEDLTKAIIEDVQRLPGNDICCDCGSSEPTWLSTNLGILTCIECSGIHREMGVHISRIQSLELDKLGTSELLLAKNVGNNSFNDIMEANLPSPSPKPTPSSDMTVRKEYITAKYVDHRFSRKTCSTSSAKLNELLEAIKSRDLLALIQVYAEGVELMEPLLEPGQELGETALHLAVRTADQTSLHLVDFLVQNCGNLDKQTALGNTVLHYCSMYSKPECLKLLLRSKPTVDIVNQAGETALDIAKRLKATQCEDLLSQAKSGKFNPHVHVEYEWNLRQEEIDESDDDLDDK
ADAM17 inh: inhibitors of human ADAM17 | recombinant ADAM17, EDANS/DABCYL FRET peptide cleavage | inhibition, % at 6.95 µM | hit rate 0.83% among 370,000;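 active = inhibition above the mean of compounds lying between control limits plus 3 SD, set per campaign, cut at about 8.5% in these data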;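 note: 0% = DMSO-only wells as the low control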
ARFGAP1 inhibitor: rat ARFGAP1 inhibition; Q62848; Arfgap1-stimulated ARF1 GTP hydrolysis, GDP FP detection; inhibition, % at 16.5 µM; hit rate 0.26% among 360,000;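 active = inhibition above a per-plate limit, mean inhibition of low control wells plus 3 SD, cut at about 25% in these data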;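 note: 0% = DMSO wells with enzyme and 100% = wells lacking Arfgap1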
Target sequence (Q62848 1-136 limits assumed): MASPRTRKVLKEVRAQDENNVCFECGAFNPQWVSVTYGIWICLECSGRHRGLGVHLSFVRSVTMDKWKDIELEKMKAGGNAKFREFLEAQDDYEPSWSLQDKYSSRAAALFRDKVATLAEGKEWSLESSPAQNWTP
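Replicates: Single well per compound | Assay system: Truncated rat Arfgap1 GAP domain | Control set: No-Arfgap1 wells (100%) versus DMSO full-reaction wells (0%) | Times: Enzyme reaction 120 min at 25 °C after 20 min preincubation | Reagent: Human ARF1(Δ1-17)-GTP substrate | Measured by: Tracer-displacement fluorescence polarization with EDTA stop, 620/688 nm | Measure: Percent inhibition of Arfgap1-stimulated GTP hydrolysis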
TDP2 inh: blocks human TDP2 phosphodiesterase activity | O95551 | recombinant TDP2, T5PNP hydrolysis, p-nitrophenol absorbance 415 nm | inhibition, % at 12.8 µM | hit rate 0.34% among 370,000 | AID 720702;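 active = inhibition above the mean of all tested compounds plus 3 SD, set per campaign, cut at about 25% in these data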;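 note: 0% = DMSO with enzyme and 100% = buffer with substrate but no TDP2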
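System: recombinant human TDP2 / Amount: 120 nM TDP2 per well / Also added: 5 mM T5PNP chromogenic substrate / Doses: 12.8 µM single point, 1% DMSO / Incubation: 2 h at 37 °C / Detection: p-Nitrophenol epi absorbance / Evaluation: % inhibition relative to enzyme-containing and enzyme-free wells / Repeats: singlicate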
PLC-beta3 inh: PLC-beta3 (human) inhibition, primary screen. inhibition, % at 12.2 µM. Purified PLC-beta3, fluorogenic substrate, fluorescence. Q01970. AID 720704. hit rate 0.18% among 370,000; in the data active = inhibition above about 11%;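 note: 0% = median of compound wells on plate and 100% = full blocker control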
ADAM10 inh: inhibitors of human ADAM10 | O14672 | recombinant ADAM10, EDANS/DABCYL FRET peptide cleavage, 3 h | inhibition, % at 7 µM | hit rate 0.62% among 370,000;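 active = inhibition above a per-campaign cutoff equal to the mean of compounds falling between control-based bounds plus 3 SD, cut at about 20% in these data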;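 note: 0% = DMSO wells while the 100% control is not disclosed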
Tn6 DDE FP: disrupts Tn6 cyclic peptide binding to fibrin D-Dimer-E complex | P02675 | Fibrin DD(E) TRITC-Tn6 fluorescence polarization displacement | inhibition, % at 8.3 µM | hit rate 0.21% among 370,000 | AID 720509;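 active = inhibition above a per-campaign cutoff: mean of compounds within control limits plus 3 SD, cut at about 15% in these data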;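 note: 0% = median of all compound wells on the plate and 100% = blocking peptide control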
PLCg1 inh: blocks human PLC-gamma1 enzyme activity | P19174 | purified PLC-gamma1, fluorogenic substrate, fluorescence | inhibition, % at 12.2 µM | hit rate 0.84% among 370,000; in the data active = inhibition above about 9.5%
SIAE primary: human SIAE inhibition, primary screen; inhibition, % at 9.66 µM; hit rate 0.69% among 370,000; SIAE FP-Rh probe binding, fluorescence polarization; AID 1053197;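 active = inhibition above a cutoff: mean of compounds within the control limits plus 3 SD of those, cut at about 17% in these data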;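 note: 0% = plate median of compound wells and 100% = probe without SIAE protein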
The depositor's hits bear a star; i = inactive; nt = no result given.

SMILES	DDE Tn7 FP inh	ASAP1 inh	ADAM17 inh	ARFGAP1 inhibitor	TDP2 inh	PLC-beta3 inh	ADAM10 inh	Tn6 DDE FP	PLCg1 inh	SIAE primary
COc1ccc(NC2CC(=O)N(CCc3ccccc3)C2=O)cc1 (stereo not given)	2	6	-2	4	4	-4	2	-1	-8	14
COc1ccc(C2CC(=O)C(c3ccc(Br)cc3)=CN2Cc2ccccc2)cc1 (stereo not given)	-7	-1	1	5	5	-56	-3	-4	-35	-2
COc1ccc(C(=O)NC2CCN(CC(=O)Nc3cccc(C)c3)CC2)cc1OC	-3	-9	-1	-2	6	5	7	2	3	-2
COCCCN(C(=S)Nc1cc(C)cc(C)c1)C(C)c1ccncc1 (stereo not given)	-7	-2	2	0	4	2	7	-3	1	3
COC(=O)[C@@]12CCCN1[C@H](c1ccc(-c3ccccc3)cc1)[C@H]1C(=O)N(C)C(=O)[C@H]12	3	5	2	6	-2	5	1	3	5	1
COc1ccc(C)cc1S(=O)(=O)NC1CCCCC1C (stereo not given)	5	-6	-4	8	4	-2	-7	0	0	4
CCCCc1nc2cc(C(=O)N3CCCC(OCCC)C3)ccc2o1 (stereo not given)	2	-3	4	-3	13	-2	-77	-7	2	-4
O=c1oc(=O)c2ccccc2c2ccccc12	3	-9	-2	6	3	-1	-5	8	-1	-1
O=C(CSc1nc2c(cnn2-c2ccccc2)c(=O)[nH]1)NC1CCS(=O)(=O)C1 (stereo not given)	3	-2	-2	-1	6	-3	-9	5	-1	-5
COc1ccccc1OCCCC(=O)Nc1nnc(C2CCCO2)s1 (stereo not given)	-2	8	0	1	4	-8	0	5	-4	15
CCCCC(CC)CNS(=O)(=O)c1ccc2c(c1)CCN2C(=O)CCC(=O)O (stereo not given)	0	13	-1	18	-10	6	7	0	3	-7
O=C(OC1CO[C@H]2O[C@@H]1[C@H](OC(=O)c1ccccc1)[C@H]2OC(=O)c1ccccc1)c1ccccc1 (stereo not given in full)	3	9	0	2	-6	-9	-2	-7	-3	-4
Cc1ccsc1C(=O)C1CCCN(Cc2cccn2-c2ccc(Cl)cn2)C1 (stereo not given)	3	11	2	-3	1	-8	-1	-7	-2	-1
CC(Sc1ccccc1)C(=O)NN=C1CCCCCC1 (stereo not given)	8	-4	0	-6	-1	2	5	1	0	-5
COc1cccc(CNC(=O)CSCc2cnn(-c3ccccc3)c2-n2cccc2)c1	1	3	14*	-1	-14	8	18	2	9	-8
COCCNc1oc(/C=C/c2ccc(F)cc2)nc1S(=O)(=O)c1ccccc1	1	20	-115	0	-15	-229	-352	-4	-141	-3
CCOc1ccc(NC(=O)CCC(=O)N/N=C/c2ccc3c(c2)OCO3)cc1	-3	6	2	-3	-12	3	1	1	4	6
OCCC1CN(Cc2ccc3cc(Cl)ccc3n2)CCN1Cc1ccsc1 (stereo not given)	-2	5	-4	-5	-4	-10	0	-15	-4	10
CN1OC[C@@H]2CN(S(=O)(=O)c3cc(Cl)cc(Cl)c3)[C@H](c3ccc(-c4ccc(C#N)cc4)cc3)C[C@@H]21	5	7	-4	-7	0	0	-10	-10	5	-1
CCCn1nnnc1NC(=O)COc1ccc(Cl)c(C)c1	7	2	-2	-19	-6	2	-9	7	-5	1
CCCCn1nc(C(=O)N(CC)CC(=O)Nc2c(F)cccc2F)c2ccccc2c1=O	4	-8	-2	-5	8	-4	-23	4	-2	8
CCn1nc(C(=O)NNC(=O)COc2ccc(OC)cc2)c2ccccc2c1=O	0	8	-2	2	10	-1	1	4	0	4
O=S(=O)(Nc1ccc(Cc2ccncc2)cc1)c1ccc(Cl)cc1	1	-4	0	2	-8	0	2	5	0	-4
O=C(Cn1cnc2c(OCc3ccccc3)ncnc21)NCc1ccccc1	-1	-6	-2	0	-9	1	-6	-1	1	-2
CC1(c2ccc(OCC#N)cc2)C=C(c2ccc(OCC#N)cc2)n2nc(C(F)(F)F)nc2N1 (stereo not given)	9	6	6	12	1	-2	17	6	-1	-12

The list continues.
SMILES	DDE Tn7 FP inh	ASAP1 inh	ADAM17 inh	ARFGAP1 inhibitor	TDP2 inh	PLC-beta3 inh	ADAM10 inh	Tn6 DDE FP	PLCg1 inh	SIAE primary
CN(CC(=O)Nc1cccc(F)c1)C(=O)/C=C/c1ccc2ccccc2n1	-10	-4	0	-3	-1	-11	3	7	-1	-4
COc1ccc(CC(=O)Nc2ccccc2NC(=O)Cc2ccc(OC)cc2)cc1	2	-1	-5	-5	17	-14	-4	-6	-6	-8
Cc1ccc(NC(C(N)=O)c2c(C)[nH]c(=O)[nH]c2=O)cc1 (stereo not given)	-5	-6	0	-7	3	4	8	3	3	0
CC1CS(=O)(=O)CCN1N=Cc1ccc([N+](=O)[O-])o1 (stereo not given)	-7	-6	-3	11	-2	-9	4	2	-7	-1
O=C(NCCCc1ccccc1)[C@H](Cc1c[nH]c2ccccc12)NC1(C(=O)NCCc2c[nH]c3ccccc23)CCC1	-4	nt	16*	nt	-6	0	31*	5	6	-4
COc1ccc([C@H]2Oc3cc(O)cc(O)c3C(=O)C2[C@@H]2C(=O)c3c(O)cc(O)cc3O[C@@H]2c2ccc(OC)cc2)cc1 (stereo not given in full)	0	14	8	10	0	-6	20	-4	-7	-42
CC(C)c1ccc(CNCc2ccccc2)cc1	-1	6	-4	4	7	3	4	-11	-3	-3
COc1ccccc1NCC(=O)NC(=O)NC1CCCCC1	-1	-2	-5	4	6	6	1	0	2	2
O=C(c1cc2cc(Br)ccc2o1)N1CCCC1	-1	8	-4	1	5	0	-2	-1	0	-3
Cc1ccc2cc(CN(C(=O)c3cccnc3)C(C)C)c(=O)[nH]c2c1	8	-1	-15	6	5	-33	-31	5	-21	-14
Cn1c(=O)n(Cc2ccccc2)c(=O)c2c1nc1n2CCN1Cc1ccco1	5	7	0	11	7	0	-2	4	-2	19*
COc1ccc(C(C(=O)NCC2CCCO2)N(C(=O)CNC(=O)c2ccco2)c2cc(C)ccc2C)cc1OC (stereo not given)	3	-7	-2	8	-4	-4	-6	-4	-1	-4
CCOc1ccc(S(=O)(=O)n2nc(C)cc2C)cc1	-1	16	-1	-3	0	-6	-6	-6	0	6
O=S(=O)(Nc1ncccn1)c1ccc(NC(=S)NCCc2ccc(Cl)cc2)cc1	2	-18	2	-7	-2	4	13	2	2	5
Cc1ccc(-n2c(C)cc(C(=S)N3CCOCC3)c2C)cc1C	-7	0	-1	-2	1	0	7	0	-5	-6
Cc1ccc2[nH]c(CCN(C)C)c(CC#N)c2c1	-6	8	-5	1	-14	-13	-11	-1	-9	-2
Cc1ccc(NC(=O)C2CCCN2S(=O)(=O)c2ccc3c(c2)n(C)c(=O)c(=O)n3C)cc1 (stereo not given)	-3	6	-5	-2	0	-5	-7	3	1	-5
C/C=C(\C)C(=O)NCCN1C2=NC[C@H](Cc3ccccc3)N2C[C@@H]1Cc1ccc(OC)cc1	3	8	-5	-1	-11	1	0	2	3	8
C[C@H]1[C@@H](NCc2cccs2)CC[C@@]23CCCN2C(=O)CCC[C@@H]13	4	nt	-3	nt	6	-1	1	0	-2	10
Cc1cccc(N2C(=O)SC(N(CC(=O)O)c3cccc(C)c3)C2=O)c1 (stereo not given)	-4	-7	-2	3	-4	0	-10	-1	-1	2
O=C(Cn1cccc1C(=O)c1ccccc1)NCCN1CCCCCC1	3	0	-5	0	9	1	2	-5	1	-3
CC(C)c1ccccc1OCC(=O)N1CCCCCCC1	8	12	-4	-16	-3	-5	-3	9	-1	-2
Cc1cccc2c1-c1sc(C(=O)N3CCCCC3)cc1CO2	5	8	-281	-6	3	-308	i	2	-242	1
CCCc1nc(NCCCOCC)c2nnn(Cc3ccccc3)c2n1	-7	4	2	5	8	-7	1	2	-3	2
Cc1cc(C2(c3ccc(O)c(C)c3)OC(=O)c3ccccc32)ccc1O	-3	-3	11*	20	-1	-1	9	-10	4	-3

The list continues.
SMILES	DDE Tn7 FP inh	ASAP1 inh	ADAM17 inh	ARFGAP1 inhibitor	TDP2 inh	PLC-beta3 inh	ADAM10 inh	Tn6 DDE FP	PLCg1 inh	SIAE primary
CCCc1nc2nc(C)c(NS(=O)(=O)c3ccc(F)cc3)c(=O)n2[nH]1	0	-1	0	-1	1	-1	2	-7	2	2
CCc1nc2c(sc3nc4c(cc32)COC(C)(C)C4)c(=O)n1Cc1ccco1	4	-1	-6	6	2	-12	-9	-8	-9	-2
COc1cc(NC(=O)C2=C(N3CCOCC3)/C(=C\c3ccc(N(C)C)cc3)CCC2)cc(OC)c1OC	2	2	1	2	0	-53	8	3	-52	0
FC(F)(F)c1cc(Cl)c2nc(-c3ccc(Cl)cc3)c(Cc3ccsc3)n2c1	6	-6	-2	-22	5	-4	-4	5	5	-13
NC(=O)c1c(NC(=O)Cn2nc(C(=O)O)c3ccccc3c2=O)sc2c1CCCC2	-1	19	-2	19	-10	-7	-1	-6	4	-33
Cc1ccnc(NS(=O)(=O)c2ccc(NC(=O)c3cc(=O)c4ccccc4o3)cc2)n1	-4	8	-1	-1	-1	-10	-7	1	1	-9
CCN(CC)c1ccc(/C=N/NC(=O)c2nnn(-c3nonc3N)c2-c2ccc(C)cc2)cc1	-3	1	0	6	-7	i	-2	11	i	25*
COc1cccc(N(C)C(=O)[C@@H](C)[C@@H](O)c2ccc(C(C)=O)cc2)c1	4	nt	-2	nt	-3	4	-2	5	1	-4
Cc1cccn2c(=O)c3cc(C(=O)N4COCC4(C)C)n(Cc4ccccc4)c3nc12	-2	-4	-40	1	11	-204	-102	-3	-143	1
CCCN(CCC)CCCOC(=O)c1ccc(Cl)cc1Cl	-3	-5	3	10	-13	9	8	1	7	-10
COc1ccc(-c2c(C)oc3c(CN4CCCCC4C)c(O)ccc3c2=O)cc1 (stereo not given)	-5	9	i	-6	13	i	i	0	i	2
Cc1cc(NC(=O)c2ccc(NC(=O)C3CC3)cc2)no1	2	8	-28	-2	-2	-3	-1	-2	0	-1
COC(=O)C1=CN(C(C)C)C=C(C(=O)OC)C1c1cc2c(cc1Br)OCO2	3	1	-6	-6	-2	-14	-28	0	-9	7

Reprinted from above (3 entries):
SMILES	DDE Tn7 FP inh	ASAP1 inh	ADAM17 inh	ARFGAP1 inhibitor	TDP2 inh	PLC-beta3 inh	ADAM10 inh	Tn6 DDE FP	PLCg1 inh	SIAE primary
CCN(CC)c1ccc(/C=N/NC(=O)c2nnn(-c3nonc3N)c2-c2ccc(C)cc2)cc1	-3	1	0	6	-7	i	-2	11	i	25*
COc1cccc(N(C)C(=O)[C@@H](C)[C@@H](O)c2ccc(C(C)=O)cc2)c1	4	nt	-2	nt	-3	4	-2	5	1	-4
Cc1cccn2c(=O)c3cc(C(=O)N4COCC4(C)C)n(Cc4ccccc4)c3nc12	-2	-4	-40	1	11	-204	-102	-3	-143	1
